NPY1 pot ag – NPY-Y1 receptor potentiators or agonists, primary screen, cell-based. NPY-Y1 expressing cells, potentiator/agonist activation. activation, % at 3.6 µM. 220,000 compounds, 0.37% hits; in the data active = activation above about 33%, passing the limit was not always enough;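 note: cells stimulated with NPY at EC10 then isoproterenol at EC100; 0% = low agonist plus stimulus and 100% = saturating agonist plus stimulus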
Target sequence (P25929 whole entry, looked up): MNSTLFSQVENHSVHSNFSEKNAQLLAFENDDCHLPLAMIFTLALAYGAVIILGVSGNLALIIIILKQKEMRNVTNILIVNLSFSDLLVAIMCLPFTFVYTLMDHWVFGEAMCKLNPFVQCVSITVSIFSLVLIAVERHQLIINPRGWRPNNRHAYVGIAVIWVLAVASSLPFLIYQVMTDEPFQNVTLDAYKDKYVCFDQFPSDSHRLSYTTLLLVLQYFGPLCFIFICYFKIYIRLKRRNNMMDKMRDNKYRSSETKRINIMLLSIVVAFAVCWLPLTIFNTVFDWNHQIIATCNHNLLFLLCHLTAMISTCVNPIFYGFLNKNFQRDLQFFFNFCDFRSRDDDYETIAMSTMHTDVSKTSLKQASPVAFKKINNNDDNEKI
NCF1 inh – p47phox/p22phox peptide binding inhibitors, primary screen, biochemical, uHTS, NADPH oxidase regulatory subunit; 220,000 compounds, 0.53% hits; fluorescence polarization, 2 h; inhibition, % at 24.7 µM; Neutrophil cytosol factor 1 (Homo sapiens), P14598; AID 1274, 2008;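 active = inhibition above about 30%, limit read from the data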;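 note: 0% = p47phox with labelled peptide and 100% = labelled peptide alone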
NPY-Y1 antag – NPY-Y1 receptor antagonists, primary screen, cell-based | inhibition, % at 3.6 µM | 200,000 compounds, 1% hits | HEK293-CNG Y1 cells, membrane potential fluorescence; NPY at EC95, then isoproterenol | AID 1040, 2008;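 active = inhibition above the campaign mean inhibition of all tested compounds plus 3 SD, cut at about 20% in these data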;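 note: 0% = DMSO wells given NPY plus isoproterenol and 100% = isoproterenol alone without NPY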
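Material: Y1- and CNG-channel-expressing HEK293 cells / Probe or stimulus: NPY 25 nM then isoproterenol 1 µM plus Ro 20-1724 25 µM / Doses: 3.6 µM single dose, DMSO 0.4% / Schedule: compound incubation 1 h at room temperature, readout 45 min post-stimulation / Signal: membrane potential fluorescence / Benchmarks: isoproterenol-only wells as full block versus NPY-plus-isoproterenol wells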
NPY2 pot ag – NPY-Y2 potentiators or agonists, primary screen, cell-based; Neuropeptide Y receptor type 2 (Homo sapiens), P49146; cells expressing NPY-Y2, potentiator/agonist read-out; activation, % at 3.6 µM; 220,000 compounds, 0.45% hits; AID 1359, 2008; in the data active = activation above about 27%;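 note: cells stimulated with NPY near EC25 plus isoproterenol at EC100; 0% = vehicle plus submaximal agonist and 100% = vehicle plus saturating agonist; some results beyond the cut were filed as inactive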
BaF3 parental – parental Ba/F3 cell viability inhibition, counter-screen for JAK2V617F inhibitor project, murine pro-B, CellTiter-Glo luminescence; CellTiter-Glo ATP luminescence; inhibition, % at 5.6 µM; 220,000 compounds, 1.1% hits; AID 1486, 2009;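 active = inhibition above a per-campaign cutoff, the mean inhibition of all tested compounds plus 3 SD, cut at about 27% in these data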;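 note: 0% = DMSO wells and 100% = JAK Inhibitor I control wells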
S1P4 agonist – S1P4 receptor agonists, primary screen, cell-based; Sphingosine 1-phosphate receptor 4 (Homo sapiens), O95977; S1P4-expressing cell line, agonist reporter assay; activation, % at 4.98 µM; 220,000 compounds, 0.35% hits; AID 1509, 2009; in the data active = activation above about 11%;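 note: 0% = DMSO vehicle and 100% = reference agonist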
Target sequence (O95977 whole entry, looked up): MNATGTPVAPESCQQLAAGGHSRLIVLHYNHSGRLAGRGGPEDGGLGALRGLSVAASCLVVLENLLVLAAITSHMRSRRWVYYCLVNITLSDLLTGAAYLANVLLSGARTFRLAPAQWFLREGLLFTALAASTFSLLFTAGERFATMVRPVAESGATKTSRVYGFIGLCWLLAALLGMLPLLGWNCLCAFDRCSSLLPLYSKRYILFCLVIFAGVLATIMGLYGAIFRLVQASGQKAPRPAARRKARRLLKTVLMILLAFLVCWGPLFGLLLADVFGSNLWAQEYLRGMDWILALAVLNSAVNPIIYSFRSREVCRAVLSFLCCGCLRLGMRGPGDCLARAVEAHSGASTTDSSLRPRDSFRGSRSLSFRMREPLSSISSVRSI
CHOP inh – inhibitors of CHOP promoter induction, primary screen, cell-based, unfolded protein response, luciferase reporter | inhibition, % at 10 µM | CHO-K1 CHOP-promoter luciferase, tunicamycin-induced, 15-18 h | 220,000 compounds, 3.8% hits | AID 2732, 2010;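 active = compounds that reduced the stress-induced luciferase reporter signal by more than about 70% of percent inhibition, limit read from the data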;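 note: 0% = tunicamycin plus vehicle and 100% = wells without tunicamycin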
S1P4 antagonist – S1P4 receptor antagonists, primary screen, cell-based; inhibition, % at 4.98 µM; S1P4-expressing cells, antagonist mode, reporter read-out; 220,000 compounds, 0.26% hits; Sphingosine 1-phosphate receptor 4 (Homo sapiens), O95977; in the data active = inhibition above about 29%;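 note: 0% = wells stimulated with agonist and 100% = vehicle wells without agonist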
Ba/F3 V617F tox – reduced viability of JAK2V617F-dependent Ba/F3 cells, primary screen, JAK2V617F inhibitor project, cell-based, Ba/F3 EpoR-JAK2V617F, luminescence | ATP luminescence | 220,000 compounds, 1.1% hits | inhibition, % at 5.6 µM;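 active = inhibition above the campaign mean plus 3 SD over all tested compounds, cut at about 24% in these data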;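 note: cytokine-independent growth of Ba/F3 cells driven by EpoR plus mutant JAK2; 0% = DMSO-treated cells and 100% = JAK inhibitor I control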
Numbers without * were called inactive; nt = not tested or not shown.

SMILES	NPY1 pot ag	NCF1 inh	NPY-Y1 antag	NPY2 pot ag	BaF3 parental	S1P4 agonist	CHOP inh	S1P4 antagonist	Ba/F3 V617F tox
COc1cc(C(=O)NC2CC(C)(C)NC(C)(C)C2)cc(OC)c1OC	14	nt	14	-1	5	0.5	3	3	2
CN(C)CC(CCCCC(CN(C)C)C(=O)c1ccccc1)C(=O)c1ccccc1 (centres undefined)	-17	-11	nt	-30	5	-1.2	-22	-3	19
CN1CCN(c2cc(C(F)(F)F)nc(-c3ccccn3)n2)CC1	11	-17	1	2	7	1.2	-6	3	2
CCc1ccc(NC(=O)CCn2ccnc2C)cc1	-4	-13	-4	5	-2	-1.2	13	12	-6
Cc1occc1C(=O)n1cnc2ccccc21	4	-7	0	5	5	0.3	15	-5	0
Cn1c(=O)c2c(ncn2CC(=O)N/N=C/c2c[nH]c3ccccc23)n(C)c1=O	1	1	nt	5	0	1.7	12	-3	-1
C=CCn1c(N)c(C(=O)Nc2ccccc2OC)sc1=S	-10	-6	-1	8	1	0.0	27	-5	-2
COCC(C)NC(=O)CSc1nc(-c2ccccc2)c(-c2ccccc2)o1 (centres undefined)	0	-11	-2	-3	4	-2.0	38	3	0
C[n+]1c2n(c3ccccc31)N=C(c1cc(C(C)(C)C)c(O)c(C(C)(C)C)c1)CS2	-32	-14	65*	-28	79*	0.2	73*	-10	99*
Nc1ccc(N2CCN(c3ccc(F)cc3)CC2)cc1	2	-11	-7	2	12	0.6	-15	-1	4
Cc1cc(C(=O)Cn2nc(C(=O)O)c3ccccc3c2=O)c(C)n1C1CC1	16	-18	5	4	6	0.5	5	1	-3
Cc1cccc2c1-c1sc(C(=O)Nc3cccc([N+](=O)[O-])c3C)cc1CO2	1	-21	-5	0	1	0.7	44	-2	0

Laid out differently: entries from further up
The line under a structure holds: NPY1 pot ag, NCF1 inh, NPY-Y1 antag, NPY2 pot ag, BaF3 parental, S1P4 agonist, CHOP inh, S1P4 antagonist, Ba/F3 V617F tox
C[n+]1c2n(c3ccccc31)N=C(c1cc(C(C)(C)C)c(O)c(C(C)(C)C)c1)CS2
→ -32, -14, 65*, -28, 79*, 0.2, 73*, -10, 99*
CN(C)CC(CCCCC(CN(C)C)C(=O)c1ccccc1)C(=O)c1ccccc1 (centres undefined)
→ -17, -11, nt, -30, 5, -1.2, -22, -3, 19
CN1CCN(c2cc(C(F)(F)F)nc(-c3ccccn3)n2)CC1
→ 11, -17, 1, 2, 7, 1.2, -6, 3, 2
Nc1ccc(N2CCN(c3ccc(F)cc3)CC2)cc1
→ 2, -11, -7, 2, 12, 0.6, -15, -1, 4

(further entries)
SMILES	NPY1 pot ag	NCF1 inh	NPY-Y1 antag	NPY2 pot ag	BaF3 parental	S1P4 agonist	CHOP inh	S1P4 antagonist	Ba/F3 V617F tox
CCN(CC)S(=O)(=O)c1cc(C)c(C)cc1Br	3	-7	-5	15	4	-1.4	9	-20	1
O=C(Nc1ccc2c(c1)nc1n2CCSC1)c1ccco1	1	-11	-6	-3	3	1.9	29	-13	0
CC(C)OCCCNC(=O)CN1C(=O)/C(=C/c2ccccc2)Sc2ccccc21	-3	-5	1	0	5	1.2	32	1	2
COC(=O)Nc1ccc(SCC(=O)c2ccc(Cl)cc2)cc1	-1	-9	1	2	4	0.0	15	-18	2
Cc1ccc(NC(=O)C(=O)Nc2ccccn2)cc1	11	-13	2	7	6	0.7	35	-3	0
CCN(CC)CCCNC(=O)c1ccc2c(SCC(=O)O)c3c(nc2c1)CCC3	-16	-8	1	-1	4	1.9	7	1	4
O=C(COC(=O)c1c2c(nc3ccccc13)/C(=C\c1cccs1)CCC2)Nc1ccccc1	2	-43	5	6	6	2.0	21	-11	-1
CC(=O)N1CC2(C)CN(C(C)=O)CC(C)(C1)C2	-21	-9	7	18	0	0.7	-6	-15	-3
COc1ccc(Nc2nc3ccccc3nc2C)cc1	7	-103	5	9	6	0.6	-3	11	-2
Cc1cccc(N=c2oc3cc(O)ccc3cc2C(N)=O)c1	2	-22	2	8	8	48*	33	-52	-2
O=C(N/N=C/c1ccc(Br)o1)c1cccnc1	0	-10	3	-5	4	0.3	24	-14	2
O=C(CCn1c(=O)oc2ccccc21)Nc1nccs1	6	-9	1	13	5	1.8	-2	-18	0
CC(=O)C1=C(C)NC2=C(C(=O)c3ccccc32)C1c1ccccc1 (centres undefined)	32	-10	-10	29	14	2.0	20	-6	0
CCOC(=O)c1oc2cccc(O)c2c1CN(Cc1ccccc1)C(C)=O	-8	33*	6	-1	3	-0.9	59	-1	-3
CCc1ccc(/C=N/Nc2nn[nH]n2)cc1	-12	-3	0	7	-1	0.2	7	10	-4
CCN(CC)CCNC(=O)C1c2ccccc2C(=O)N(CCOC)C1c1ccc(F)cc1 (centres undefined)	-4	0	-4	4	4	-4.5	24	-2	-4
Cc1cc(N/N=C(/CCC(=O)O)C(=O)O)nc2ccccc12	6	9	0	8	4	-0.7	11	-8	0
CCS(=O)(=O)N1Cc2ccccc2CC1C(=O)N1CCN(c2ccccc2)CC1 (centres undefined)	12	-18	3	-2	1	-2.8	5	-15	-4
C=CCN(C(=O)COc1ccccc1)c1nnc(-c2ccncc2)s1	-22	-8	4	-2	2	0.1	46	-7	-2
CCC1CCCCN1CCNC(=O)C1CCN(S(=O)(=O)c2c(C)noc2C)CC1 (centres undefined)	6	-11	1	-9	6	1.1	13	16	4
O=C(CN1CCCCC1)NNc1nc(-c2ccccc2)c2cc(Cl)ccc2n1	-15	-3	-2	-6	6	1.4	11	-20	1
O=C(/C=C/c1cccc(O)c1)c1ccc(N2CCOCC2)cc1	21	-18	nt	17	-2	0.6	-28	20	-4
O=C(Nc1ccccc1N1CCCCC1)c1cnccn1	-23	-7	13	2	2	-0.6	80*	2	0
O=C(c1ccccc1SCc1ccc(F)cc1)N1CCOCC1	-7	4	1	-1	2	-0.2	-1	-2	1
Cc1onc(-c2ccccc2Cl)c1C(=O)Nc1ccc(OCC(=O)N2CCOCC2)cc1	-25	-8	0	-6	6	0.3	2	7	2
O=C(CN1C(=O)c2ccccc2C1=O)N1CCOCC1	-8	-5	-6	3	2	1.8	19	-38	-3
Cc1cc(C)n(-c2nnc(C)n2N)n1	11	-9	0	13	-4	1.8	-6	-1	-4
CC(C)CNC(=S)NC1CC2CCCC(C1)N2Cc1cccs1 (centres undefined)	-17	-9	3	-14	7	0.4	-3	1	2
Cc1ccc(-n2c(C)cc(/C=N/NC(=O)c3ccncc3)c2C)c(C)c1	-3	-18	6	0	-3	1.3	2	-15	1
CC(C)(C)CC(C)(C)NCC(O)COCCOc1ccc(Br)cc1 (centres undefined)	-16	-10	4	-6	5	-0.5	60	9	2
Cc1ccccc1NC(=S)N(CCc1c(C)[nH]c2ccc(F)cc12)Cc1ccncc1	11	-3	0	11	9	-0.1	18	-5	3
COc1cc(CCC(=O)OCC(=O)Nc2ccccc2C#N)cc(OC)c1OC	-4	0	2	-1	1	1.5	-9	-14	2
NC(=O)C1CCN(CC(=O)NC2CCCc3ccccc32)CC1 (centres undefined)	-5	-5	-3	-4	6	1.9	-8	0	-3
CCn1c2ccccc2c2cc(NC(=O)CSc3nnc(-c4cccc(OC)c4)n3N)ccc21	9	11	-5	5	1	-2.6	40	-2	0
O=C(Nc1ccccc1)Nc1csc2ccccc12	3	-4	nt	-18	3	-3.2	-12	14	1
CN(C)c1cc(NC(=O)CNC(C)(C)C)c2ccccc2n1	-6	8	nt	-24	-1	-0.2	-2	8	-1
O=C1c2cccnc2C(=O)N1Cc1cccs1	-14	-20	-1	-6	8	0.8	39	2	0
COc1ccccc1CC(NC(C)=O)C(=O)N1CCN(C(=O)c2cccs2)CC1 (centres undefined)	14	-18	6	14	-1	0.1	-15	5	-3
Cc1ccc(S(=O)(=O)N2CCC(=O)N(C(COCc3ccc(C(F)(F)F)cc3)C(C)C)CC2)cc1 (centres undefined)	8	-5	2	-3	8	0.6	40	5	4
CCOc1ccc(NC(=O)c2cccnc2SC)cc1	24	-1	2	16	0	1.9	-3	1	-3
Cc1ccc(C(=O)Oc2coc(CSc3nnc(NC(=O)c4cccs4)s3)cc2=O)cc1	-19	-9	3	3	7	-0.6	2	-26	2
CCOC(=O)/C(=N\Nc1ccccc1Cl)N1CC(C)OC(C)C1 (centres undefined)	-13	1	nt	-20	-4	-0.6	70*	8	-5
Cc1cc(C)n2nc(C(=O)N/N=C/c3cn(C)nc3C)nc2n1	5	2	nt	-5	1	0.2	9	-9	-2
CSC1=NCCN1C(=O)C(C)Oc1ccccc1 (centres undefined)	20	-15	3	1	7	0.5	-14	7	0
CC(C)(C)c1ccc(C(=O)N2CCC(C(=O)NCc3ccncc3)CC2)cc1	-15	4	-2	-11	8	16*	-14	-8	5
CCCCOC(=O)c1cc(=O)[nH]c2ccccc12	-4	-6	9	-21	2	2.2	2	-24	2
CCOP(=O)(OCC)C(NC(=O)Nc1ccc(Cl)cc1)c1ccccc1 (centres undefined)	21	-6	1	13	4	2.7	6	-13	-1
CCN(Cc1ccccc1)C(=O)c1ccccc1C	1	-4	5	-4	4	-2.7	-12	-21	3
O=C(N/N=C/c1c[nH]c2ccccc12)c1cccc([N+](=O)[O-])c1	-13	-12	-7	8	10	-1.1	3	-9	4
CCCCCOC(=O)C1[C@H]2C(=O)N(CCCOC)C[C@]23C=C[C@H]1O3 (some centres undefined)	0	-18	10	2	7	3.7	6	-18	3
Cn1c(=O)c2c(nc(NCCc3ccccc3)n2CC(=O)NCCc2ccccc2)n(C)c1=O	5	-2	-4	-8	6	-0.1	47	-3	3
O=c1c2cc(Cl)ccc2oc2nc3n(c(=O)c12)CCCS3	11	-10	-3	12	2	-0.8	44	-14	0
CC1Cc2cc(/C(O)=C3/C(=O)C(=O)N(CC4CCCO4)C3c3ccco3)ccc2O1 (centres undefined)	-10	-13	2	-3	5	0.0	18	-6	3
COc1ccc(N=CC=C2OC(C)(C)C(C)(C)O2)cc1OC	9	0	nt	0	3	1.9	-2	-24	-2
O=C(O)CC1=C(O)C(=O)N(c2ccccc2)C1c1ccccc1 (centres undefined)	8	-14	-5	6	6	0.7	10	0	-1
c1ccc(CCNc2nc(-c3cccnc3)cs2)cc1	8	0	4	-3	5	-2.3	9	-7	-2
Cn1c(=O)c2c(nc(CN3CCN(Cc4ccccc4)CC3)n2CCN2CCOCC2)n(C)c1=O	-13	-10	4	6	0	2.9	2	-2	-1
COc1ccc(Oc2nc3c(c(=O)n(C)c(=O)n3C)n2Cc2ccccc2)cc1	-16	-9	3	-5	1	2.5	48	-11	5
O=C(c1ccc(C(=O)N2CCN(c3ccccc3F)CC2)nc1)N1CCN(c2ccccc2F)CC1	-2	-3	nt	-14	-4	1.8	26	1	-1
Cc1cccc(C)c1NC(=S)/N=C/N(C)C	-3	91*	1	-1	6	0.6	10	10	0
CC(C)N(Cc1nc(-c2ccccc2)no1)C(=O)c1ccc([N+](=O)[O-])cc1	-1	3	10	-14	5	-1.1	13	-7	2
Cc1ccccc1OCC(=O)NN1Cc2ccccc2C1=N	-2	2	6	-1	9	2.2	5	10	7
Cc1nc2ccc(N)cc2s1	-3	-7	0	5	3	-2.8	49	-17	-3

Bioassay records: PubChem, several laboratories
